Assay outcomes from PubChem BioAssay.
PriA SSB inh – blocks PriA binding to SSB C-terminal tail; AlphaScreen SSBct-PriA binding, biotinylated peptide; 430,000 compounds, 0.6% hits; inhibition, % at 33 µM; AID 1272365; in the data active = inhibition mostly above about 37%, no sharp cut-off; inactive = mostly below about 20%;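 note: plate controls were negative control peptide for no effect and reference peptide for full effect; strong numbers were not always called active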
An asterisk follows results filed as active; & = joins results of further samples.

molecule: Cc1ccc(C)c2sc(N(Cc3ccccn3)C(=O)c3cccc(S(C)(=O)=O)c3)nc12
  PriA SSB inh = -8
molecule: COc1ccc(C(=O)N2CC[C@H](n3cc(-c4ccccc4)nn3)C2)cn1
  PriA SSB inh = -18
molecule: O=C(Nc1ccccc1-c1nc2ccccc2[nH]1)c1cccc(Oc2ccccc2)c1
  PriA SSB inh = 4
molecule: C=CCNS(=O)(=O)CCNC(=O)c1cccc(OC)c1
  PriA SSB inh = -13
molecule: COc1ccccc1CCNC(=O)C(=O)Nc1cc(N2CCCS2(=O)=O)ccc1C
  PriA SSB inh = -1
molecule: O=C(NCc1cccs1)N1CC[C@H](c2ccc3c(c2)OCO3)C1
  PriA SSB inh = 2
molecule: COc1ccc(Cl)cc1NC(=O)NCCn1nc(-c2ccccc2)ccc1=O
  PriA SSB inh = 0
molecule: CN(C)c1ccc(CCCNS(=O)(=O)c2cccs2)cc1
  PriA SSB inh = 23
molecule: COc1cc(C=NN=C(N)c2nonc2N)ccc1O
  PriA SSB inh = -17
molecule: Cc1ccc(Sc2nc3ccc(C)cn3c(=O)c2C=NO)cc1
  PriA SSB inh = -11
molecule: Cc1c(C)n(Cc2ccco2)c2ncnc(NCCCC(=O)O)c12
  PriA SSB inh = -2
molecule: COc1cc(Cl)c(C)cc1NC(=O)Cn1[nH]c(-c2ccc(F)cc2)cc1=O
  PriA SSB inh = -14
molecule: COc1ccccc1C(=O)Nc1nnc(-c2ccc(Br)cc2)s1
  PriA SSB inh = 14
molecule: CSC1CC2CCC(C1)N2S(=O)(=O)c1ccc(-c2cccc(Cl)c2)cc1 (configuration not stated)
  PriA SSB inh = -16
molecule: COC(=O)c1ccc(Cl)cc1NC(=O)/C=C/c1cccs1
  PriA SSB inh = -2
molecule: Cc1nc2ccccc2n1C(=O)/C=C\C(=O)O
  PriA SSB inh = 11
molecule: COc1ccc(Nc2cc(C)nc(N3CCN(S(=O)(=O)c4ccc(OC)c(C)c4)CC3)n2)cc1
  PriA SSB inh = -6&13
molecule: O=C(Nc1nc2c(s1)CN(C(=O)Cc1noc3ccccc13)CC2)c1ccoc1
  PriA SSB inh = -5
molecule: N=C1N(N=Cc2ccccc2)C(=Nc2ccccc2)C(=S)N1c1ccccc1
  PriA SSB inh = 25
molecule: COc1ccc(N2C[C@@H](CNC(=O)C3CC3)CC2=O)cc1
  PriA SSB inh = 0
molecule: Cc1nn(S(=O)(=O)c2ccc(Br)cc2)c(C)c1S(=O)(=O)N(C)c1ccccc1
  PriA SSB inh = 8
molecule: O=C1C(c2ccccc2)=C(c2ccccc2)C(c2ccccc2)=C1c1ccccc1
  PriA SSB inh = -12
molecule: Cn1ccnc1SCC1CCN(C(=O)c2ccccc2F)CC1
  PriA SSB inh = 2
molecule: COc1ccc(OCC(=O)NN=Cc2ccsc2)cc1
  PriA SSB inh = -2
molecule: COc1ccc(NC(=O)Nc2nc(CCC(=O)NCc3ccco3)cs2)cc1
  PriA SSB inh = 3

molecule: Cc1nc2ccccc2c(=O)n1-c1cccc(NS(=O)(=O)c2cccc([N+](=O)[O-])c2)c1
  PriA SSB inh = -7
molecule: CC(=O)N1CCc2ccc(NC(=O)COc3ccc(F)cc3)cc21
  PriA SSB inh = -2
molecule: O=C(Cc1csc(NC(=O)c2ccc3c(c2)OCO3)n1)Nc1ccc2c(c1)OCCO2
  PriA SSB inh = -17
molecule: Cn1c(=O)c2c(ncn2CC(=O)Nc2nnc(C3CC(=O)N(c4ccccc4)C3)o2)n(C)c1=O (configuration not stated)
  PriA SSB inh = -3
molecule: CCCCNC(=O)c1nnn(-c2ccccc2F)c1C
  PriA SSB inh = -2
molecule: Cc1ccc(C)c(C(=O)NCc2nc(C)cc(N3CCOCC3)n2)c1
  PriA SSB inh = -19
molecule: O=C1NC2(CCCCC2)C(=O)N1N=Cc1ccccc1Br
  PriA SSB inh = -16
molecule: CCCCNC(=O)COc1c(C)cc(Br)cc1C
  PriA SSB inh = -74
molecule: O=C(N1CCOCC1)N1CCN(Cc2ccc3c(c2)OCO3)CC1
  PriA SSB inh = 6
molecule: O=C(NCc1cccc2ccccc12)N1CC[C@H](c2ccccc2)C1
  PriA SSB inh = -8
molecule: O=C(COc1ccc(Cl)cc1Cl)Nc1nc(-c2cc(Cl)sc2Cl)cs1
  PriA SSB inh = 0
molecule: CCOc1ccc(-c2noc(-c3nnn(-c4ccccc4Cl)c3N)n2)cc1
  PriA SSB inh = -8
molecule: Cn1cc(C(=O)NCC2CCN(S(=O)(=O)c3cccnc3)CC2)nn1
  PriA SSB inh = -2
molecule: Cc1ccc2nc(C3CN(CC(=O)Nc4ccccc4F)C3)[nH]c2c1
  PriA SSB inh = 7
molecule: COc1ccc(-c2c[nH]c(=S)n2-c2ccc(C)cc2)cc1
  PriA SSB inh = 24
molecule: O=C(CN1CCC2(CC1)N=C(c1ccc(Br)cc1)C(=O)N2)NCc1ccc(F)cc1
  PriA SSB inh = -11
molecule: CCS(=O)(=O)N1CCN(c2ccc3nnc(C)n3n2)CC1
  PriA SSB inh = -3
molecule: CCOc1ccc(OCCNS(=O)(=O)c2cc(C)ccc2OC)cc1
  PriA SSB inh = 7
molecule: COc1coc(C(=O)Nc2cccc(Cl)c2)cc1=O
  PriA SSB inh = 5
molecule: Cn1ncc2c(N3CCCCC3)nc(NCc3ccccc3)nc21
  PriA SSB inh = -3
molecule: Cc1ccc(-c2noc(-c3cccn(CC(=O)Nc4ccc(F)cc4F)c3=O)n2)cc1
  PriA SSB inh = -9
molecule: O=C(NCc1ccco1)C(=O)Nc1ccc(Cl)c(N2CCCS2(=O)=O)c1
  PriA SSB inh = -20&-7
molecule: CCc1nnc(NC(=O)CSc2nnc(NC(=O)Nc3ccccc3)s2)s1
  PriA SSB inh = 6
molecule: COc1ccc(-c2nn(-c3ccccc3)cc2/C=C2\SC(=O)NC2=S)cc1
  PriA SSB inh = -13
molecule: CCOc1cc(/C=C2\N=C(c3ccccc3)OC2=O)cc(Cl)c1OS(C)(=O)=O
  PriA SSB inh = 48

Quoted from the listing:
PriA SSB inh, O=C(NCc1ccco1)C(=O)Nc1ccc(Cl)c(N2CCCS2(=O)=O)c1 → -20&-7
PriA SSB inh, COc1ccc(-c2c[nH]c(=S)n2-c2ccc(C)cc2)cc1 → 24

Additional structures.
molecule: Cc1[nH]cnc1C(=O)NN=Cc1c(Cl)cccc1Cl
  PriA SSB inh = -9
molecule: NNC(=O)c1ccccc1NC(=O)C12CC3CC(CC(C3)C1)C2
  PriA SSB inh = -10
molecule: O=C(NCc1nc2ccccc2[nH]1)c1c[nH]c(=O)n(Cc2ccccc2Cl)c1=O
  PriA SSB inh = 19
molecule: O=C(COc1cccc(Oc2ccccc2)c1)Nc1cccc(C(F)(F)F)c1
  PriA SSB inh = -6
molecule: COC(=O)N1CCC(CNC(=O)c2ccccn2)CC1
  PriA SSB inh = -6
molecule: CCOc1ccc(-c2csc3c(=O)[nH]cnc23)cc1OCC
  PriA SSB inh = -19
molecule: Cc1ccccc1C(=O)NN=Cc1ccsc1C
  PriA SSB inh = -7
molecule: CSC1CC2CCC(C1)N2C(=O)c1ccc(OC(F)(F)F)cc1 (configuration not stated)
  PriA SSB inh = 5
molecule: O=C(NCc1cccnc1)C(=O)NC[C@@H](c1cccs1)N1CCc2ccccc21
  PriA SSB inh = 7
molecule: CCOc1ccc(-c2noc(-c3sccc3S(=O)(=O)N(C)c3ccc(CC)cc3)n2)cc1
  PriA SSB inh = -9
molecule: COc1ccc(C=NNC(=O)CON=C(C)c2cccs2)cc1
  PriA SSB inh = -8
molecule: COc1ccc(N(CC(=O)NN=Cc2ccccc2OC)S(=O)(=O)c2ccccc2)cc1
  PriA SSB inh = -13
molecule: Nc1c(C(=O)c2ccc(F)cc2)sc2nc(-c3ccc(Br)cc3)cc(C(F)(F)F)c12
  PriA SSB inh = -14
molecule: COc1ccc(Cc2nnc(NC(=O)c3sc4ccccc4c3Cl)o2)cc1
  PriA SSB inh = 14
molecule: Cc1ccccc1Cn1nc(C(=O)Nc2ccccc2)ccc1=O
  PriA SSB inh = -16
molecule: CNC(=S)NN=Cc1ccc(C(C)C)cc1
  PriA SSB inh = -32
molecule: CC1CCN(C(=O)C2=CN(c3ccc4c(c3)OCCO4)c3ccccc3S2(=O)=O)CC1
  PriA SSB inh = -2
molecule: CCOc1ccc(-c2cc(=O)n(CC(=O)Nc3ncccc3C)cn2)cc1
  PriA SSB inh = -15&3
molecule: Cc1cccn2cc(-c3ccccc3NC(=O)c3cc(=O)c4ccccc4o3)nc12
  PriA SSB inh = 0
molecule: NS(=O)(=O)c1ccc(NC(=O)NC2CC(=O)N(c3ccc(F)cc3)C2)cc1 (configuration not stated)
  PriA SSB inh = 0
molecule: O=C(Nc1nc(-c2ccc(Cl)cc2)cs1)c1cc(Cl)ccc1[N+](=O)[O-]
  PriA SSB inh = 56
molecule: CCOC(=O)c1c(-c2ccc(C(C)(C)C)cc2)csc1NC(=O)CN1CCC(C)CC1
  PriA SSB inh = -5
molecule: COc1nn(C)cc1C(=O)NCC1CCN(c2ccncc2)CC1
  PriA SSB inh = -5
molecule: CC(=NNC(=O)C(=O)Nc1cccc(C(F)(F)F)c1)c1ccc(Cl)s1
  PriA SSB inh = -2
molecule: COc1ccc(NC(=O)NCCn2ncccc2=O)cc1
  PriA SSB inh = -6

molecule: COc1cccc([C@@H]2SCCN2C(=O)c2csc(-c3ccccc3)n2)c1
  PriA SSB inh = 1
molecule: Cc1cc(NC(=O)c2cccs2)n(-c2nc3c(cnn3-c3ccc(F)cc3)c(=O)[nH]2)n1
  PriA SSB inh = 2
molecule: Cc1nsc(C(=O)N(CCO)C(C)C)n1
  PriA SSB inh = -10
molecule: O=C(NCc1ccc2c(c1)OCO2)C1CCN(c2ncnc3c2sc2ncccc23)CC1
  PriA SSB inh = -15
molecule: CC(C)(C)c1ccc(C(=O)Nc2sc3c(c2CN2CCOCC2)CCCC3)cc1
  PriA SSB inh = -4
molecule: CCCCN1C(=O)/C(=C2/Sc3ccccc3N2C)SC1=Nc1ncn[nH]1
  PriA SSB inh = -9
molecule: CC(=NS(=O)(=O)c1ccc(C)cc1)N(C)C
  PriA SSB inh = -14
molecule: Cc1ccc(S(=O)(=O)N(C)C(=NS(=O)(=O)c2ccccc2)c2ccccc2)cc1
  PriA SSB inh = -5
molecule: C(=N/NC1=NCCCCC1)/c1ccc(N2CCOCC2)cc1
  PriA SSB inh = 4

Fetched by compound from the entries so far, two records:
molecule: CCCCN1C(=O)/C(=C2/Sc3ccccc3N2C)SC1=Nc1ncn[nH]1
  PriA SSB inh = -9
molecule: O=C(NCc1ccc2c(c1)OCO2)C1CCN(c2ncnc3c2sc2ncccc23)CC1
  PriA SSB inh = -15

Of the compounds above, these have a Cl atom:
molecule: COc1ccc(Cl)cc1NC(=O)NCCn1nc(-c2ccccc2)ccc1=O
  PriA SSB inh = 0
molecule: COc1cc(Cl)c(C)cc1NC(=O)Cn1[nH]c(-c2ccc(F)cc2)cc1=O
  PriA SSB inh = -14
molecule: CSC1CC2CCC(C1)N2S(=O)(=O)c1ccc(-c2cccc(Cl)c2)cc1 (configuration not stated)
  PriA SSB inh = -16
molecule: COC(=O)c1ccc(Cl)cc1NC(=O)/C=C/c1cccs1
  PriA SSB inh = -2
molecule: O=C(COc1ccc(Cl)cc1Cl)Nc1nc(-c2cc(Cl)sc2Cl)cs1
  PriA SSB inh = 0
molecule: CCOc1ccc(-c2noc(-c3nnn(-c4ccccc4Cl)c3N)n2)cc1
  PriA SSB inh = -8
molecule: COc1coc(C(=O)Nc2cccc(Cl)c2)cc1=O
  PriA SSB inh = 5
molecule: O=C(NCc1ccco1)C(=O)Nc1ccc(Cl)c(N2CCCS2(=O)=O)c1
  PriA SSB inh = -20&-7
molecule: CCOc1cc(/C=C2\N=C(c3ccccc3)OC2=O)cc(Cl)c1OS(C)(=O)=O
  PriA SSB inh = 48
molecule: Cc1[nH]cnc1C(=O)NN=Cc1c(Cl)cccc1Cl
  PriA SSB inh = -9
molecule: O=C(NCc1nc2ccccc2[nH]1)c1c[nH]c(=O)n(Cc2ccccc2Cl)c1=O
  PriA SSB inh = 19
molecule: COc1ccc(Cc2nnc(NC(=O)c3sc4ccccc4c3Cl)o2)cc1
  PriA SSB inh = 14
molecule: O=C(Nc1nc(-c2ccc(Cl)cc2)cs1)c1cc(Cl)ccc1[N+](=O)[O-]
  PriA SSB inh = 56
molecule: CC(=NNC(=O)C(=O)Nc1cccc(C(F)(F)F)c1)c1ccc(Cl)s1
  PriA SSB inh = -2

This is a subset; rates above refer to the full screens.
